Screening results from PubChem BioAssay.
S3 lipid droplet: qHTS Assay for Lipid Storage Modulators in Drosophila S3 Cells; Drosophila S3 cells, BODIPY lipid droplet fluorescence, 18-24 h; cells fed with added oleic acid; Potency in µM for hits, for the others lipid storage change, negative = inhibition, % at the top dose, mostly 46.1 µM; 320,000 compounds, 0.64% hits; AID 2685; active = well fitted inhibition curve with a large enough effect in the signal ratio, with a control signal flat, not every such curve was filed as active; inconclusive = small, poorly fitted or top-dose-only effect, or effect the other way, or a change in a side signal; the % refers to the signal ratio
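Drosophila S3 cells loaded with oleic acid (400 uM, as added) and compounds at several concentrations; lipid droplets imaged by 488-nm laser-scanning cytometry, 500–530 nm intensity and object ratio to cell channel. Percent activity normalized to 20 uM Triacsin C.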
S3 lipid droplet cell count max: second read-out of S3 lipid droplet, no call of its own (marks repeat the call); cell number change, %; measured here: cell count max response;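 cells counted by Cell Tracker Red CMTPX staining in the red channel; peak over a dose series mostly up to 46.1 µM; percent activity relative to internal control wells on each plate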
* marks the source's active call; other numbers are inactive results; i = inactive; u = inconclusive; x = not tested or not shown. % is set by controls: 0 for no effect and ±100 for the full control effect; potency is the fitted concentration of half-maximal effect. The list is partial; the hit share may differ from the screen's.

Results follow in this order: S3 lipid droplet, S3 lipid droplet cell count max
> O=C(CN1C(=O)CC(c2ccccc2)=Nc2ccccc21)NC1CCCCC1
 : u, x
> O=[N+]([O-])c1ccc(P(=O)(Cc2ccccc2)c2ccccc2O)cc1 (centres undefined)
 : u, x
> COc1cc(CC(=O)NCCc2ccc(S(N)(=O)=O)cc2)cc(OC)c1OC
 : u, x
> O=c1c(Cc2ccccc2)c(O)ccn1Cc1ccc2c(c1)OCO2
 : u, x
> O=C(O)C(Cc1ccccc1)N1C(=O)c2cccc3cccc(c23)C1=O (centres undefined)
 : u, x
> COCCNC(=O)c1ccc(N2CC3CC(C2)c2cccc(=O)n2C3)c(NC(=O)c2cc(OC)cc(OC)c2)c1 (centres undefined)
 : u, x
> O=C(NC(=S)Nc1ccccc1N1CCN(C(=O)c2ccccc2)CC1)c1ccccc1F
 : u, x
> Cc1ccc(C)c(NC(=O)C(=O)NCc2ccccn2)c1
 : u, x
> COc1ccccc1S(=O)(=O)NCc1ccc(C(=O)NC(C)c2ccccn2)cc1 (centres undefined)
 : 11.7%, 4.2
> CN(C)c1cccc(C(=O)OCC(=O)NC2CCCC2)c1
 : u, x
> CN1CCN(NC(=O)c2ccc(S(=O)(=O)N3CCCCCC3)cc2)CC1
 : u, x
> O=C1C2C3C=CC(C3)C2C(=O)N1CCCO (centres undefined)
 : -9.3%, -39.6
> Cc1cccc(C)c1OCC(=O)N1CCc2ccccc2C1
 : 19.1%, 8.0
> O=Cc1cn(-c2ccc(F)cc2)c2ccccc12
 : u, x
> COC(=O)CNC(=O)c1ccc(OC2CCN(C(=O)C3CC3)CC2)cc1
 : -8.0%, 1.9
> Cc1cc(C)cc(OCC(=O)OCC(=O)N(CC(C)C)c2c(N)n(Cc3ccccc3)c(=O)[nH]c2=O)c1
 : 10.6%, -0.1
> CCCCN=C(Nc1ccc(Cl)cc1)c1cccnc1
 : u, x
> Cc1noc(C)c1CSc1nnc(-c2ccccc2)n1N
 : u, x
> Cc1cccn2cc(-c3ccc(NC(=O)Cc4ccccc4)cc3)nc12
 : -12.0%, -21.9
> Cc1ccc(-c2nnn(CC(=O)N(C)C3CCCCC3)n2)o1
 : 1.1%, 2.3
> CCOC(=O)c1ccc(N2C(=O)CC(N3CC(C)OC(C)C3)C2=O)cc1 (centres undefined)
 : u, x
> COc1ccc(/C=N/NC(=O)C2(O)c3ccccc3-c3ccccc32)cc1
 : u, x
> Cc1ccc(S(=O)(=O)N2CCN(C(=O)CN3CCCCC3)C2)cc1
 : u, x
> Cc1nc2cc(NC(=O)NCCCO)ccc2o1
 : -0.6%, 6.6
> NC(=O)CC(NC(=O)Cc1ccc(Br)cc1)c1ccc(NCc2ccc(F)c(F)c2)c([N+](=O)[O-])c1 (centres undefined)
 : u, x
> CCOCc1cn(CC(=O)c2ccc(Cl)cc2)c(C)nc1=N
 : u, x
> COc1ccccc1C(=O)Nc1ccc(NC(=O)c2ccco2)cn1
 : u, x
> CCOC(=O)N1CCN(CC(O)c2c[nH]c3ccc(OC)cc23)CC1 (centres undefined)
 : 4.4%, 16.5
> CCOc1ccc(C(=O)Nc2ccc(NC(=O)c3ccco3)c(Cl)c2)cc1Cl
 : u, x
> Cc1nn(-c2ccccc2)c(N2CCCC2)c1/C=N/NC(=O)C1CC1
 : u, x

The closing 7 entries of the section above come first, to join the parts:
Results follow in this order: S3 lipid droplet, S3 lipid droplet cell count max
> Cc1nc2cc(NC(=O)NCCCO)ccc2o1
 : -0.6%, 6.6
> NC(=O)CC(NC(=O)Cc1ccc(Br)cc1)c1ccc(NCc2ccc(F)c(F)c2)c([N+](=O)[O-])c1 (centres undefined)
 : u, x
> CCOCc1cn(CC(=O)c2ccc(Cl)cc2)c(C)nc1=N
 : u, x
> COc1ccccc1C(=O)Nc1ccc(NC(=O)c2ccco2)cn1
 : u, x
> CCOC(=O)N1CCN(CC(O)c2c[nH]c3ccc(OC)cc23)CC1 (centres undefined)
 : 4.4%, 16.5
> CCOc1ccc(C(=O)Nc2ccc(NC(=O)c3ccco3)c(Cl)c2)cc1Cl
 : u, x
> Cc1nn(-c2ccccc2)c(N2CCCC2)c1/C=N/NC(=O)C1CC1
 : u, x
> O=C(Nc1ccccc1N1CCCCC1)C1CCN(S(=O)(=O)c2ccccc2C(F)(F)F)CC1
 : u, x
> CN(Cc1ccccc1)S(=O)(=O)c1ccc2c(c1)CCC(=O)N2
 : i, -0.5
> COc1cc(/C=C(\C#N)c2nc3ccccc3o2)ccc1O
 : u, x
> Cc1ccc(C(=O)NNS(=O)(=O)c2ccccc2[N+](=O)[O-])cc1
 : 1.2%, -0.8
> CC(C)OCCCNc1ncnc2c1nc1n2CCCC1
 : i, 10.8
> CCCCN(C(=O)Cn1nnc2ccccc21)C(C(=O)NCCOC)c1ccc(OC)cc1 (centres undefined)
 : 14.2%, -16.4
> O=C(C1CCN(S(=O)(=O)c2c(Cl)cccc2Cl)CC1)N1CCCCCCC1
 : -20.7%, x
> COc1ccc(-n2c(C)cc(/C=C3\SC(=S)N(Cc4ccco4)C3=O)c2C)cc1
 : -4.8%, -10.6
> Cc1cc(NC(=NC2CC2)c2ccccc2F)n(-c2ccccc2)n1
 : u, x
> Cc1ccc(NC(=O)c2ccc(C)c(S(=O)(=O)N3CCOCC3)c2)nc1
 : u, x
> Cc1csc(NC(=O)CSc2ccccc2F)n1
 : 7.5%, 6.2
> O=S(=O)(NCc1cccnc1)c1ccc(Br)c2ccccc12
 : i, 10.4
> O=S(=O)(c1ccc(Cl)cc1)N1CCC2(CC1)OCCN2S(=O)(=O)c1cccs1
 : i, 12.3
> CSc1ccc(/C=C(/NC(=O)c2ccccc2)C(=O)NCCCn2ccnc2)cc1
 : u, x
> O=C(NC1CCCCC1)C(c1cccnc1)N(CCc1ccccc1)C(=O)Cc1cccs1 (centres undefined)
 : 13.7%, 13.4
> O=C(CSCc1cccc(Cl)c1)N1CCN(Cc2ccc3c(c2)OCO3)CC1
 : u, x
> COc1cc(-c2[nH]nc3c2C(c2ccco2)C(C#N)=C(N)O3)cc(OC)c1OC (centres undefined)
 : u, x
> O=C(CCn1nc(-c2ccccc2)c2ccccc2c1=O)N1CCN(c2ccccc2)CC1
 : u, x
> COc1cccc(NC(=O)c2ccccc2NS(C)(=O)=O)c1
 : u, x
> Oc1c(Br)cc(/C=N/Nc2ccc(Cl)nn2)cc1Br
 : 0.7%, 17.1
> N#CCSc1nc2c(c(=O)n1Cc1ccco1)C1(CCCC1)Cc1ccccc1-2
 : -2.4%, -14.1
> O=C(CCC(=O)Nc1ccccc1Cl)NNC(=S)Nc1ccccc1C(F)(F)F
 : 17.6%, 26.5
> Cc1cc(C)nc(Nc2ccc(Br)cc2C(=O)O)n1
 : 12.5%, 6.9
> COc1ccc(C2C(C#N)=C(N)Nc3onc(C(C)(C)C)c32)c(OC)c1 (centres undefined)
 : u, x
> CCOc1ccc2nc(NC(=O)c3cccnc3)sc2c1
 : u, x
> N/C(=N\OC(=O)CCCOc1ccc(Cl)cc1Cl)c1ccccn1
 : u, x
> O=C(Cn1c(C(F)(F)F)nc2ccccc21)c1ccccc1
 : u, x
> O=C1C2C3C=CC(C3)C2C(=O)N1CNc1ccccc1 (centres undefined)
 : u, x
> CCC(=O)N(C)CCc1cc2c(c(OC)c1/C=N/NC(=O)[C@H]1C[C@@H]1c1ccccc1)OCO2
 : -6.3%, 1.9
> c1coc(CN2CN=C(Nc3nc4ccccc4s3)NC2)c1
 : u, x
> COc1ccccc1CNC(=O)COC(=O)c1ccc2c(=O)n3c(nc2c1)CCCCC3
 : i, 3.2
> CCOC(=O)N1CCC(=NNC(=O)Cn2ccc(C(F)(F)F)n2)CC1
 : u, x
> CC(C)CCOP(=O)(c1ccc(N(C)C)cc1)C(Nc1ccccc1)c1ccc(N(C)C)cc1 (centres undefined)
 : -4.6%, 6.3
> OCC1(Cc2ccccc2)CCCN(Cc2cn[nH]c2-c2ccccc2)C1 (centres undefined)
 : -23.0%, -5.0
> CC(C)c1ccc(NC2CCCN(C(=O)CN3CCCC3=O)C2)cc1 (centres undefined)
 : i, 15.7
> CC1CC(C)CN(C(=O)C2CCN(S(=O)(=O)c3cccs3)CC2)C1 (centres undefined)
 : u, x
> Cc1c(C(=O)OCC(=O)N(C)c2ccccc2)cccc1[N+](=O)[O-]
 : u, x
> COc1cnc(-c2ccccn2)nc1N(C)c1ccccc1
 : u, x
> COC(=O)C1=C(Nc2ccc(C)cc2)C=C(C)C(C(=O)OC)C1c1cccc(OC)c1 (centres undefined)
 : 2.6%, -5.5
> CCOc1ccc(NC(=O)CN(C)C(=O)c2cccnc2Sc2ccc(Cl)cc2)cc1OCC
 : u, x
> COC(=O)[C@H](CC(C)C)NC(=O)c1cc2c(cn1)[nH]c1ccccc12
 : u, x
> CC1CC(C)CN(C(=O)COC(=O)c2cc3ccccc3cc2O)C1 (centres undefined)
 : u, x
> O=C1/C(=C/c2cccs2)Sc2ccccc21
 : u, x
> CC(C)Oc1cccc(C(=O)C2CCCN(Cc3ccc(Oc4ncccn4)cc3)C2)c1 (centres undefined)
 : -6.4%, 2.4
> Cn1nc([N+](=O)[O-])nc1Sc1nnc(-c2ccccc2)o1
 : u, x
> O=C(Nc1ccc(/C=C/c2nc3ccccc3o2)cc1)c1cccc(C(F)(F)F)c1
 : -3.0%, -29.5
> Cc1ccc(Cn2nnc3c(=O)[nH]c(C4CCCN(S(=O)(=O)c5ccc(F)cc5)C4)nc32)cc1 (centres undefined)
 : u, x
> CC1CC(C)CN(C(=O)Cn2c(=O)n(CCCCC(=O)NCc3ccco3)c(=O)c3ccccc32)C1 (centres undefined)
 : i, 6.2
> COc1cc(CN(C)CC2CCCN(CCc3ccccc3F)C2)cc(Cl)c1OC (centres undefined)
 : u, x
> COc1cc(NC(=O)c2c(F)c(F)c(F)c(F)c2F)c(OC)cc1Cl
 : i, x
> O=C(c1cnn2c(C(F)(F)F)cc(-c3ccccc3)nc12)N1CCCCC1c1cccnc1 (centres undefined)
 : u, x
> CN(C)c1ccc(-c2nnc(SCC3CCCO3)n2C)cc1 (centres undefined)
 : -8.9%, 10.4
> CC(=O)O[C@H]1C[C@@]2(C)[C@@H](C[C@@H](O)[C@H]3[C@@]4(C)CC[C@@H](O)[C@@H](C)C4CC[C@@]32C)/C1=C(\CCC=C(C)C)C(=O)O (some centres undefined)
 : u, x
> O=C(Nc1ccccc1)c1nc[nH]c1C(=O)N1CCN(c2ccccc2)CC1
 : u, x
> Cc1cc(Cn2nc(-c3ccccc3)cc2C(=O)NCc2cccs2)on1
 : u, x
> Nc1nc(SCc2ccccc2Cl)[nH]c(=O)c1-c1ccccc1
 : 4.9%, -7.7
> COCCNC(=O)COC(=O)/C=C/c1c(C)nn(Cc2ccc(Cl)cc2Cl)c1Cl
 : u, x
> CC1CC(C)(C)NC(=S)N1CCCC(=O)NCc1ccccc1 (centres undefined)
 : u, x
> O=S(=O)(NC1c2cccc3cccc(c23)C1N1CCNCC1)c1ccc(Cl)cc1 (centres undefined)
 : u, x
> CC(NC(=O)COc1ccccc1F)C1CC2CCC1C2 (centres undefined)
 : u, x

(further entries)
Results follow in this order: S3 lipid droplet, S3 lipid droplet cell count max
> Cc1ccc(Cn2cc(/C=N/Nc3ccc([N+](=O)[O-])cn3)c3ccccc32)cc1
 : u, x
> COc1cc(NC(=O)C23CC4CC(C2)CC(n2cnc([N+](=O)[O-])n2)(C4)C3)cc(OC)c1
 : u, x
> CC(C)(C)C(=O)/C=c1\[nH]c(=O)/c(=C\c2ccccc2F)s1
 : u, x
> O=C(CCS(=O)(=O)c1ccc(Br)cc1)Nc1ccccc1Cl
 : -17.3%, 16.5
> CCn1c(CC(=O)Nc2ccc(F)cc2)nnc1SCC(=O)N1CCOCC1
 : u, x
> O=[N+]([O-])c1cc(/C=N/n2c(-c3ccncc3)n[nH]c2=S)ccc1Cl
 : 1.6%, -14.7
> O=C(COC(=O)c1ccc2ccccc2n1)NC1CCCCC1
 : u, x
> O=C(NC1CCCCC1)c1ccc(CS(=O)Cc2ccc(Cl)cc2)o1 (centres undefined)
 : -10.5%, x
> Nc1nc(SCC(=O)NN(c2ccccc2)c2ccccc2)n[nH]1
 : u, x
> CC(C)CC(C(=O)NC1CCCCC1)N(Cc1cccs1)C(=O)c1snc(C(N)=O)c1N (centres undefined)
 : u, x
> C=CCn1c(SCC(=O)c2[nH]c(C)c(C(C)=O)c2C)nnc1-c1ccncc1
 : u, x
> Cc1cccn2c(CNCCc3ccccn3)c(C(=O)N3CCOCC3)nc12
 : i, x
> Oc1ccc(-c2nc3ccccn3c2NCc2ccc3c(c2)OCO3)cc1
 : u, x
> CN1CC(=O)N2C(c3ccc(Cl)cc3)c3[nH]c4ccccc4c3C[C@H]2C1=O (some centres undefined)
 : 12.5%, 7.6
> COc1ccc(-c2oc(/N=C/N3CCOCC3)c(C#N)c2-c2ccc(OC)cc2)cc1
 : u, x
> Cc1ccc(NC(=O)CC2=NC(=O)C(CC(=O)Nc3ccccc3F)S2)cc1 (centres undefined)
 : u, x
> CC1c2ccsc2CCN1S(=O)(=O)c1cccs1 (centres undefined)
 : u, x
> Cc1ccc(CN2CCN(/N=C/c3sccc3C)CC2)c(C)c1
 : 20.6%, -17.1
> COc1ccccc1C(=O)Nc1ccc(N2CCN(Cc3ccccc3)CC2)cc1
 : u, x
> COc1ccc(C2C(CN3CCOCC3)C(=O)N2c2ccccc2)cc1 (centres undefined)
 : -11.8%, -0.2
